MITF act – MITF TRPM1 promoter activation in melanoma cells | SK-MEL-5 TRPM1-promoter luciferase, 24 h; % of positive control, neutral wells = 0 | AID 588334 | hit rate 0.75% among 300,000 | activation, % at 12.5 µM;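 active = mean activation of at least 80% with every replicate also reaching 80%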;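 also: 0% = neutral control wells and 100% = parthenolide positive control wells; values of inactives mirror those of a sister screen read the other way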
NSD2 inh – NSD2 (human) methyltransferase inhibition. O96028. NSD2 peptide methylation, AlphaScreen, 120 min. inhibition, % at 12.5 µM. hit rate 0.54% among 310,000. AID 743445; in the data active = inhibition above about 50%
PvdQ inh – P. aeruginosa PvdQ acylase inhibition. purified PvdQ acylase, fluorescence plate reader. inhibition, % at 10 µM. hit rate 0.063% among 340,000. AID 488965; in the data active = inhibition above about 30%, passing the limit was not always enough;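 also: 0% = vehicle neutral wells and 100% = reference inhibitor wells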
PfHsp90 set2 – growth inhibition of yeast expressing Plasmodium Hsp90; S. cerevisiae expressing PfHsp90, BacTiter-Glo ATP, 48 h; yeast lacking PDR1 and PDR3 efflux regulators; inhibition, % at 9.4 µM; hit rate 0.32% among 310,000; AID 504621;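 active = every replicate shows inhibition above about 80%, whatever the replicate mean, limit read from the data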;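 also: 0% = DMSO neutral controls and 100% = 20 µM radicicol positive controls; yeast relying on Plasmodium falciparum Hsp90 in place of its own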
SR-BI DiI inh – mouse SR-BI HDL lipid transfer inhibition. Q61009. ldlA[mSR-BI] CHO cells, DiI-HDL uptake fluorescence, 3 h. inhibition, % at 12.5 µM. hit rate 0.96% among 320,000. AID 488896;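 active = mean replicate inhibition of at least 70% and a set share of replicates each scoring 70 or more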;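 also: 0% = median of neutral control wells and 100% = median of positive control wells; values of inactives mirror those of a sister screen read the other way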
Target sequence (Q61009 whole entry, looked up): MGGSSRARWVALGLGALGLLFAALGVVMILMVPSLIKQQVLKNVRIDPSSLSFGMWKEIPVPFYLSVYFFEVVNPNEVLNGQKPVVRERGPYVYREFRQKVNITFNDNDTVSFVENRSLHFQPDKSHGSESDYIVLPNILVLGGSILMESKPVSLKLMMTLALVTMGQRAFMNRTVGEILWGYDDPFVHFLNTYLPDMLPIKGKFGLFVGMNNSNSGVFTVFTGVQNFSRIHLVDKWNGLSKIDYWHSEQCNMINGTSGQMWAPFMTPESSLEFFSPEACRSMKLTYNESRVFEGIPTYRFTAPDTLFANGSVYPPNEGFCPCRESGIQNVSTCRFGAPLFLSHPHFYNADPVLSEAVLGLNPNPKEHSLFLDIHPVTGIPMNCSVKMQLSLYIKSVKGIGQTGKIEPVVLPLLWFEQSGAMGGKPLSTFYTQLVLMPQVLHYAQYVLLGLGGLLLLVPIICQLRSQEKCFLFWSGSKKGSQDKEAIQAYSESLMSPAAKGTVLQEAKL
Rtt109 HAT inh – inhibitors of Candida albicans Rtt109/Vps75 histone acetyltransferase; AID 540336; hit rate 0.16% among 330,000; inhibition, % at 34.9 µM; Q5AAJ8; purified Rtt109/Vps75, ThioGlo CoA-SH fluorescence, 4 h;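 active = inhibition of at least 50% in every replicate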
Target sequence (Q5AAJ8 whole entry, looked up): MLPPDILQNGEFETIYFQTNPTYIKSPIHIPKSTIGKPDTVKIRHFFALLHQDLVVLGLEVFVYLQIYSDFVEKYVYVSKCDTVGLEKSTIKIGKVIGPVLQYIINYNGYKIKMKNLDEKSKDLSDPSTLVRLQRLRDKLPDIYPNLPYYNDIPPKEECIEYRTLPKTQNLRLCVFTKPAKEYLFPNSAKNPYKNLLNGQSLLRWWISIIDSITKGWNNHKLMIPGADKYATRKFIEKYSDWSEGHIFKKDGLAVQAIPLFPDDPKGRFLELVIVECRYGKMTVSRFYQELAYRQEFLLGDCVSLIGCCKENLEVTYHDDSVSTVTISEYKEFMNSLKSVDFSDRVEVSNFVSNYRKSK
SR-BI uptake up – SR-BI HDL lipid transfer activation. CHO ldlA[mSR-BI] cells, DiI-HDL uptake fluorescence, 3 h; 100 = double the neutral-control signal. activation, % at 12.5 µM. hit rate 0.096% among 320,000. AID 504775;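 active = mean replicate activation of at least 60% and every replicate at or above 60%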;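 also: 0% = median plate neutral-control signal and 100% = twice that signal; values of inactives mirror those of a sister screen read the other way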
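Assay system: LDL receptor-deficient CHO ldlA cells overexpressing murine SR-BI / Medium: BSA-supplemented, HEPES-buffered Ham's F12, pH 7.4 / Probe or stimulus: DiI-labelled HDL at 10 µg/mL final / Timing: compound with DiI-HDL co-incubation, 3 h at 37 °C / Technique: bottom-read cell fluorescence after medium removal, ex 550/em 595 nm / Measure: HDL uptake via cellular fluorescence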
CAL PDZ FP-1 – human CAL PDZ-peptide interaction inhibition; Q9HD26; purified CAL PDZ, TMR-peptide fluorescence polarization, 1 h; inhibition, % at 20 µM; hit rate 0.02% among 330,000; AID 504414;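 active = highest replicate inhibition of at least 40%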;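 also: plate controls were DMSO neutral control wells for no effect and unlabeled competitor peptide control wells for full effect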
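material = purified tagged CAL PDZ domain construct (CerCALP) | buffer or medium = sodium phosphate/NaCl buffer pH 7.4 with TCEP, IgG, Thesit | reagent = TMR-labelled reporter peptide T*-PRC34 bound in PDZ groove | incubation = 1 h room-temperature incubation prior to read | measured by = fluorescence polarization (mP) | evaluation = percent inhibition from loss of millipolarization | control set = unlabelled peptide and DMSO controls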
dFosB act – enhances mouse delta FosB homodimer DNA binding; P13346; purified delta FosB, TAMRA-CDK5 oligo fluorescence polarization; percent of positive-control signal above neutral wells; activation, % at 25 µM; hit rate 0.99% among 340,000; AID 493131;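 active = mean activation above about 17%, with every replicate also reaching it, limit read from the data, passing the limit was not always enough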;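 also: fluorescence polarization rise as delta FosB binds a TAMRA Cdk5 AP-1 oligo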
CAL PDZ FP-2 – inhibitors of human CAL PDZ peptide binding; hit rate 0.92% among 300,000; Q9HD26; AID 602252; purified CAL PDZ, TMR-peptide fluorescence polarization, 1 h; inhibition, % at 24.9 µM;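 active = mean inhibition of at least 30% with at least half of replicates also reaching 30%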;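 also: 0% = DMSO neutral control and 100% = excess unlabeled competitor peptide PRC23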
* marks the source's active call; other numbers are inactive results; x = not tested or not shown.

[1] CC1CCN(C(=O)COC(=O)C2CCN(S(=O)(=O)c3ccc(Cl)c(C(F)(F)F)c3)CC2)CC1
[2] O=C(O)c1ccccc1-c1nc2cc(Cl)ccc2c(=O)n1O
[3] Cc1cc2ccccn2c1C(=O)c1ccccc1F
[4] Cc1sc2nc(SCC(=O)N3CC(C)OC(C)C3)n(C)c(=O)c2c1C (stereo unspecified)
[5] Cc1ccc(Cl)cc1NC(=S)N(Cc1ccccc1)Cc1cccnc1
[6] NNC1=N[C@H]2CS(=O)(=O)C[C@H]2S1
[7] CC(=O)c1cccc(Oc2cc(NN3CCCCC3)c([N+](=O)[O-])cc2[N+](=O)[O-])c1
[8] CC(C)/C=C/C(=O)N1CCC(N2CCC(C(=O)N3CCOCC3)CC2)CC1

Assay by compound	1	2	3	4	5	6	7	8
MITF act	19	-8	-7	-11	-10	-8	7	-16
NSD2 inh	0	-1	7	4	2	-1	x	3
PvdQ inh	-13	-5	-7	-7	0	-4	-2	-2
PfHsp90 set2	-42	14	22	-1	x	-13	2	x
SR-BI DiI inh	-1	-1	17	-4	-8	0	-6	-15
Rtt109 HAT inh	-14	-17	-1	-20	3	-1	-3	-19
SR-BI uptake up	1	1	-17	4	8	0	6	15
CAL PDZ FP-1	-0.1	-1.9	-0.7	-3.7	-0.2	-2.0	0.1	-2.1
dFosB act	0	-2	-2	-5	-14	4	-5	-12
CAL PDZ FP-2	-6	1	-5	-1	-2	22	-3	-1

[9] COc1ccc(C(C(N)=O)c2ncc(C(F)(F)F)cc2Cl)cc1 (stereo unspecified)
[10] O=C(Nc1cccc(C(=O)N2CCOCC2)c1)NC1CCCCC1
[11] Cc1cc(C)cc(NC(=O)CN2CCCN(S(=O)(=O)c3ccc(Br)s3)CC2)c1
[12] COCCNC(=O)CN(Cc1ccc2c(c1)OCO2)C(=O)CCC(=O)Nc1nccs1
[13] CN(CC(=O)Nc1ccc(Cl)cc1)CC(=O)Nc1cccc(Br)c1
[14] COC(=O)[C@H](Cc1ccccc1)NC(=O)Cn1ccc(NC(=O)OCc2ccccc2)nc1=O
[15] Cc1cccc(/C=N/NC(=O)NC23CC4CC(CC(C4)C2)C3)n1
[16] COc1ccc(-c2cc(C)no2)cc1S(=O)(=O)N(C)c1ccc(C)cc1

Assay by compound	9	10	11	12	13	14	15	16
MITF act	13	x	11	-8	-13	9	x	-15
NSD2 inh	0	0	0	2	-1	x	1	-10
PvdQ inh	-21	-5	-14	4	-11	-15	-16	-9
PfHsp90 set2	-7	-33	22	-2	6	4	10	-8
SR-BI DiI inh	1	-15	47	-15	x	-16	-27	-1
Rtt109 HAT inh	1	-10	-1	9	1	2	7	-9
SR-BI uptake up	-1	15	-47	15	x	16	27	1
CAL PDZ FP-1	-2.7	0.1	x	-0.9	-1.1	-0.2	-1.6	-3.1
dFosB act	2	-1	-9	0	-6	-4	-10	-7
CAL PDZ FP-2	0	-3	0	-3	x	-8	x	-3

[17] CC(=O)Nc1ccc(S(=O)(=O)N2CCc3ccccc3C2)cc1
[18] Cc1cccc(C)c1NC(=O)CN(C)CC(=O)Nc1cc(Cl)ccc1C#N
[19] CCCn1c(NCc2c[nH]c3ccccc23)nc2ccccc21
[20] O=C(CN1C(=O)c2ccc(Br)cc2C1=O)NCC1CCCO1 (stereo unspecified)
[21] COc1ccc(N=c2cc(-c3ccc(O)cc3)oc3ccccc23)cc1
[22] O=C1NC(=S)N/C1=C/c1ccc(Oc2ccc(C(F)(F)F)cc2[N+](=O)[O-])c(Cl)c1
[23] COc1cc(CN2CCCCCC2)cc(OC)c1
[24] CCN(Cc1ccccc1)c1ccc(/C=N/NS(=O)(=O)c2cccc([N+](=O)[O-])c2)cc1

Assay by compound	17	18	19	20	21	22	23	24
MITF act	x	-17	7	4	-3	0	4	3
NSD2 inh	-3	-2	-2	-4	4	6	1	3
PvdQ inh	-3	-8	-10	-1	-11	-2	-7	14
PfHsp90 set2	x	21	44	-5	-2	-23	-20	-20
SR-BI DiI inh	-11	4	-17	-29	65	-11	-6	-17
Rtt109 HAT inh	8	-6	27	36	x	-6	-1	-5
SR-BI uptake up	11	-4	17	29	-65	11	6	17
CAL PDZ FP-1	-1.5	-0.8	-0.3	-2.4	-1.9	0.3	-0.5	-1.0
dFosB act	-5	-5	-5	-2	42*	0	-6	-6
CAL PDZ FP-2	0	0	-4	-2	-1	3	-3	4

[25] Cc1ccc(/C=N\NC(=O)c2cc(OCC(F)(F)F)ccc2OCC(F)(F)F)cc1
[26] CC(/C=C1\SC(=S)N(CCC(=O)Nc2nc(C)cs2)C1=O)=C\c1ccccc1
[27] CCCS(=O)(=O)N1CCN(C(=O)CCC2CCCC2)CC1
[28] CSc1ccc(CNc2ccc(Cl)cc2)cc1
[29] Cc1cc(CNCc2c(C(=O)N(C)Cc3ccccc3)nc3ccccn23)nn1C
[30] CSCC[C@H](NC(=O)Cc1c(C)c2c(cc(C)c3c(C)c(C)oc32)oc1=O)C(=O)O
[31] COc1ccccc1N=Nc1c(O)[nH]c2ccc(Br)cc12
[32] COc1ccc(S(=O)(=O)NCCOc2ccccc2)cc1-n1cnnn1

Assay by compound	25	26	27	28	29	30	31	32
MITF act	-8	5	-6	101*	-2	-10	-16	3
NSD2 inh	0	3	-1	x	-1	8	1	0
PvdQ inh	-22	-13	-14	7	9	-11	-20	-3
PfHsp90 set2	0	-12	4	5	9	5	-7	5
SR-BI DiI inh	35	-1	5	1	-1	0	-5	-18
Rtt109 HAT inh	-4	-4	-5	x	3	x	-2	-3
SR-BI uptake up	-35	1	-5	-1	1	0	5	18
CAL PDZ FP-1	x	-0.5	-2.1	-0.6	0.1	-3.5	-2.9	-0.9
dFosB act	9	-4	-1	-4	-7	4	-14	-8
CAL PDZ FP-2	-3	-5	-1	-2	3	-4	x	-1

3 entries picked at random from the list so far:
[31] COc1ccccc1N=Nc1c(O)[nH]c2ccc(Br)cc12
[32] COc1ccc(S(=O)(=O)NCCOc2ccccc2)cc1-n1cnnn1
[29] Cc1cc(CNCc2c(C(=O)N(C)Cc3ccccc3)nc3ccccn23)nn1C

Assay by compound	31	32	29
MITF act	-16	3	-2
NSD2 inh	1	0	-1
PvdQ inh	-20	-3	9
PfHsp90 set2	-7	5	9
SR-BI DiI inh	-5	-18	-1
Rtt109 HAT inh	-2	-3	3
SR-BI uptake up	5	18	1
CAL PDZ FP-1	-2.9	-0.9	0.1
dFosB act	-14	-8	-7
CAL PDZ FP-2	x	-1	3

Other compounds follow.
[33] COc1ccc(CCN2C(=O)CC(C(C)c3ccccc3)C2=O)cc1OC (stereo unspecified)
[34] CNc1snc(C)c1C(=O)OCC(=O)c1ccc(Cl)cc1
[35] CCNc1ccc2c(Cl)cc(=O)oc2c1
[36] O=C(NCCC(=O)N1CCN(c2ccc(F)cc2)CC1)c1ccco1
[37] COc1ccc(NC(=O)Nc2nnc(-c3ccco3)s2)cc1
[38] COc1ccc(C(=O)Nc2nc(CC(=O)NCCc3cccc(OC)c3)cs2)cc1
[39] O=C(Cc1ccccc1)NCC(=O)N1CCCCC1
[40] O=C(O)c1nc(-c2ccccc2)n(-c2ccccc2)n1

Assay by compound	33	34	35	36	37	38	39	40
MITF act	6	-16	-7	7	78	16	-4	-2
NSD2 inh	0	9	-4	-1	-2	1	-4	2
PvdQ inh	-4	-13	-9	1	-10	-4	15	-28
PfHsp90 set2	17	-9	-4	-7	2	13	-7	0
SR-BI DiI inh	-3	14	29	-18	x	73*	-17	-11
Rtt109 HAT inh	0	-2	7	2	-6	0	12	2
SR-BI uptake up	3	-14	-29	18	x	-73	17	11
CAL PDZ FP-1	-1.6	-0.6	-0.2	-3.6	-2.4	-3.2	-0.3	-2.5
dFosB act	-6	-12	-6	2	6	-12	-4	0
CAL PDZ FP-2	x	-2	1	0	-6	-2	1	-3

[41] CCN(Cc1ccccc1)Cc1ccc(OCc2ccccc2)c(OC)c1
[42] c1ccc(COCCCn2cc(-c3ccccc3)nn2)cc1
[43] COc1ccc(-c2nnn(CC(=O)N3CCN(c4ccc(F)cc4)CC3)n2)cc1
[44] CCCN1CCC(=O)NC1=S
[45] O=C(NC1CCCCC1c1ccccc1)c1ccccc1 (stereo unspecified)
[46] Fc1cccc(-n2c(-c3ccco3)nc3nc4ccccc4nc32)c1
[47] CC1CN(C(=O)CCS(=O)(=O)c2ccccc2)CC(C)O1 (stereo unspecified)
[48] O=P(Cc1nnco1)(c1ccccc1)c1ccccc1
[49] COc1ccc(-c2nc(-c3ccncc3)no2)c(OC)c1
[50] O=C(O)c1ccc(/C=N/NC(=O)c2ccc(Br)cc2)cc1
[51] CCCCN(CC)CCNC(=O)CN(C)S(=O)(=O)c1ccc2c(c1)c(=O)n(C)c(=O)n2C

Assay by compound	41	42	43	44	45	46	47	48	49	50	51
MITF act	5	1	11	0	1	-9	18	1	10	-8	10
NSD2 inh	-7	x	-6	-2	-1	-1	-1	-5	-3	-1	61*
PvdQ inh	-8	-19	-12	-7	-8	-12	4	3	23	-5	2
PfHsp90 set2	33	x	-3	5	5	0	5	15	13	4	5
SR-BI DiI inh	7	-16	-7	-5	-16	-26	-8	-16	15	-48	-19
Rtt109 HAT inh	-10	2	-6	0	-1	-4	0	-10	-11	0	2
SR-BI uptake up	-7	16	7	5	16	26	8	16	-15	48	19
CAL PDZ FP-1	0.3	-6.2	-0.8	0.6	0.7	-0.2	0.9	x	-1.9	-0.3	x
dFosB act	-5	-2	0	-7	-11	2	-13	5	1	1	-11
CAL PDZ FP-2	-8	1	0	-4	-1	-2	-5	-2	x	-3	-3

Assay outcomes: PubChem BioAssay, Broad Institute
